ABHD5 PLIN5 PPI: blocks binding of human ABHD5 to perilipin-5 | Q00G26+Q8WTS1 | Split G. princeps luciferase complementation, luminescence, 4 h | inhibition, % at 4 µM | 360,000 compounds, 0.78% hits | AID 602281;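 active = inhibition above the mean inhibition across every tested compound plus 3 SD, cut at about 22% in these data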;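 note: 0% = DMSO only wells and the 100% control is not disclosed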
NCOA1 inh: inhibitors of human steroid receptor coactivator 1 (SRC1). HEK293 GAL4-SRC1 luciferase reporter, luminescence. inhibition, % at 3.6 µM. 360,000 compounds, 0.12% hits. AID 588354;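 active = inhibition above the campaign mean plus 3 SD, with each screening campaign given its own cutoff, cut at about 60% in these data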;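 note: 0% = DMSO treated cells and 100% = gossypol at 36 µM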
Granule exo inh: blocks lytic granule exocytosis | TALL-104 LAMP-1 surface exposure, flow cytometry; cells stimulated with thapsigargin and PMA | inhibition, % at 10 µM | 360,000 compounds, 0.66% hits | AID 651702;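 active = inhibition above about 55%, limit read from the data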
TROY NFkB inh: inhibitors of TROY-dependent NF-kB signaling; inhibition, % at 10 µM; Q293 LMP1-TROYcd NF-kB luciferase reporter, 4 h; 360,000 compounds, 0.98% hits; AID 1347056;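 active = compounds whose plate-normalised and pattern-corrected inhibition of the luciferase reporter signal at the single screening dose is 50% or more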
NCOA3 inh: human NCOA3 inhibition | Q9Y6Q9 | HEK293 GAL4-SRC3 luciferase reporter, luminescence | inhibition, % at 3.6 µM | 360,000 compounds, 0.17% hits | AID 588352;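 active = inhibition above a per-campaign cutoff, the mean of all compounds plus 3 SD, cut at about 60% in these data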;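 note: 0% = DMSO-treated cells and 100% = gossypol-treated cells at 36 µM; higher means less SRC3-driven luciferase light from the GAL4 reporter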
NCOA2 inhibitor: inhibits human steroid receptor coactivator 2; HEK293 GAL4-SRC2 luciferase reporter, luminescence; inhibition, % at 9 µM; 370,000 compounds, 0.17% hits; AID 651957;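 active = inhibition above the mean inhibition of all tested compounds plus 3 SD, set per campaign, cut at about 52% in these data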;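 note: 0% = DMSO treated cells and 100% = cells given Gossypol at 36 µM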
TWEAK-Fn14 inh: inhibitors of TWEAK-Fn14 interaction signaling. TWEAK-stimulated Fn14 reporter cells, luciferase luminescence, 8 h. inhibition, % at 10 µM. 360,000 compounds, 2% hits. AID 1159606; in the data active = inhibition above about 50%
TLR9-MyD88 block: blocks human TLR9 binding to MyD88 | CHO BLA complementation TLR9-MyD88, CCF4 FRET ratio | inhibition, % at 4.98 µM | 340,000 compounds, 0.21% hits | AID 504734;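 active = inhibition above the mean over all tested compounds plus 3 SD, cut at about 21% in these data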;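 note: 0% = DMSO only wells and 100% = clavulanate BLA inhibitor control wells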
COUP-TFII inh: inhibitors of human COUP-TFII (NR2F2). P24468. HEK293T NGFI-A luciferase reporter, luminescence. inhibition, % at 8.6 µM. 370,000 compounds, 0.7% hits. AID 686940;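 active = inhibition above a per-plate cutoff, mean inhibition of test wells between control levels plus 3 SD, cut at about 38% in these data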;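 note: cells cotransfected with COUP-TFII expression vector driving the NGFI-A reporter; 0% = median of COUP-TF2 test wells and 100% = reporter-only cells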
NR5A2 inv ag: NR5A2 inverse agonism in reporter assay; HEK293T StAR-luciferase reporter, LRH-1 transfected, 24 h; O00482; inhibition, % at 3.6 µM; 360,000 compounds, 0.13% hits; AID 602396;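 active = inhibition above the mean inhibition of all tested compounds plus 3 SD, cut at about 73% in these data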;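 note: 0% = DMSO wells and 100% = reporter-only cells lacking LRH-1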
Target sequence (O00482 whole entry, looked up): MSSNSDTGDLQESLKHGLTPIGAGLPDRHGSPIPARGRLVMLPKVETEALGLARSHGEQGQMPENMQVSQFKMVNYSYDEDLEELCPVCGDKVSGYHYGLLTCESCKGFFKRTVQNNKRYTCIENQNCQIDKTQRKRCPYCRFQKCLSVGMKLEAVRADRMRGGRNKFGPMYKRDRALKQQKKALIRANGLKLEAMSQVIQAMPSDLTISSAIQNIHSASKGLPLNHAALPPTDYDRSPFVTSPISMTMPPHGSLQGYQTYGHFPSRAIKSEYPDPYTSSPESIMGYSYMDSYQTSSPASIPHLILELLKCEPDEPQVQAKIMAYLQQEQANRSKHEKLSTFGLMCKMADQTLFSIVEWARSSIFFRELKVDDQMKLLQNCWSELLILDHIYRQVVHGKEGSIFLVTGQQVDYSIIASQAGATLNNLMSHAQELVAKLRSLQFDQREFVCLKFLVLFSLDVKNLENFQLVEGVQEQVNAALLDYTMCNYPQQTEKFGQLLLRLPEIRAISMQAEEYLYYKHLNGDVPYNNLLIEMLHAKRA
NOD2 RIPK2 PPI: NOD2-RIPK2 protein interaction inhibition | O43353 | CHO BLA complementation NOD2-RIPK2, CCF4 ratio | inhibition, % at 4.98 µM | 360,000 compounds, 0.38% hits; in the data active = inhibition above about 21%;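 note: 0% = vehicle only and 100% = reference blocker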
Target sequence (O43353 whole entry, looked up): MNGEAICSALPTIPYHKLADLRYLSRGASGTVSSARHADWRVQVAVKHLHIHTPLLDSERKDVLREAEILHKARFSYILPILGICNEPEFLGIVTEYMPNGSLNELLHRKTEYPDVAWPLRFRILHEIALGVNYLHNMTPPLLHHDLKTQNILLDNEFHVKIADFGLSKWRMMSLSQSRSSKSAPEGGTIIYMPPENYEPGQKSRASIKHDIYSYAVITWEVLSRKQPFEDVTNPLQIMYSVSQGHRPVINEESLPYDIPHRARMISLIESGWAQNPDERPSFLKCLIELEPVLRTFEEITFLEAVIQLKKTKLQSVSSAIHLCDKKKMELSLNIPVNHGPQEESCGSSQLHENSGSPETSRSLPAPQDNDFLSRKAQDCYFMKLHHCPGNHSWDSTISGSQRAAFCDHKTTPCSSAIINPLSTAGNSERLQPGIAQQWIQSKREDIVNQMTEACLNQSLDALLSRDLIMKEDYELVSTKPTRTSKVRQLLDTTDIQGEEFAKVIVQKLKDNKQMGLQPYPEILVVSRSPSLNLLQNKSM
* marks the source's active call; other numbers are inactive results; x = no result given; & = joins results of further samples.

SMILES | ABHD5 PLIN5 PPI | NCOA1 inh | Granule exo inh | TROY NFkB inh | NCOA3 inh | NCOA2 inhibitor | TWEAK-Fn14 inh | TLR9-MyD88 block | COUP-TFII inh | NR5A2 inv ag | NOD2 RIPK2 PPI
C/C(N)=C(/C#N)C(=O)CSc1n[nH]c(-c2ccccc2Br)n1 | 7&-4 | -23&-31 | -1&-2 | -32&-40 | -26&-4 | -45&-30 | -22&-9 | 6&-2 | -17&-11 | -17&-38 | 2&2
COc1cccc(-c2nn(-c3ccccc3)cc2CO)c1 | -1 | -104 | -1 | -47 | -48 | -46 | 5 | 8 | -47 | -96 | -11
O=C(NCc1ccccc1)c1ccc2nccnc2c1 | 4 | -12 | 8 | -16 | 13 | 16 | 8 | 4 | 8 | -4 | -5
COc1cc(-c2noc(C)c2-c2ccc3[nH]ccc3c2)cc(OC)c1OC | 4 | 0 | -2 | 12 | 4 | x | 56* | 6 | x | 22 | 6
COCCNC(=O)C1CCCN(Cc2ccccc2)CC1 (stereo not given) | -2 | -5 | -3 | 14 | -21 | 0 | 4 | x | 2 | 15 | 0
Cc1ccc(C2C3=C(CC(C)(C)CC3=O)OC3=C2C(=O)CC(C)(C)C3)cc1 | 2 | 28 | 1 | 10 | 12 | -5 | 36 | 4 | 5 | 0 | -3
O=C1CN(c2ccc(Cl)cc2)C2(CCCCC2)S1 | 2 | -8 | -5 | -8 | 15 | 12 | 15 | 14 | 13 | 10 | -5
CC1(C(=O)Nc2cccc(C(F)(F)F)c2)Cc2c(-c3cccc(C(F)(F)F)c3)ccnc2O1 (stereo not given) | -3 | 7 | -2 | 4 | -4 | 4 | 4 | x | 12 | -13 | 11
N#Cc1ccc(CSCC(=O)O)cc1 | 3 | 4 | 4 | -8 | 4 | 8 | 4 | 7 | -10 | -11 | -4
COc1ccc(C(=O)/C=C/c2ccc3c(c2)OCCO3)cc1 | 4 | 8 | 2 | -28 | 2 | -33 | 12 | 7 | -13 | 9 | -11
COc1ccc(C2(c3ccc(OC)cc3)NC(=O)N(CC(=O)NC(C)C)C2=O)cc1 | 1 | 14 | 25 | 5 | -15 | -34 | 3 | -6 | 1 | 2 | 2
CN(C)S(=O)(=O)c1cccc(NC(=O)CCc2nc3cc(S(=O)(=O)N4CCOCC4)ccc3n2C)c1 | 17 | 5 | -2 | -8 | 6 | 12 | -23 | -8 | -4 | 4 | -5
COc1ccc(-c2nc3ccc(Br)cn3c2Cc2cccc(Cl)c2)cc1OC | 6 | 3 | -3 | 3 | 1 | -7 | -7 | x | -11 | 5 | 3
CC(C)C(=O)Nc1nnc(S(=O)(=O)N(C)c2ccc(Cl)cc2)s1 | 0 | -2 | 5 | 19 | -6 | 1 | 72* | 2 | -13 | 1 | 2
CC(=O)Nc1ccc(NC(=O)c2ccc(NC(=O)c3ccccc3)cc2)cc1 | 2 | 5 | 17 | 3 | 14 | 4 | -58 | -5 | -4 | 4 | -2
Cc1cc(NC(=O)CCC(=O)N(c2ccccc2)C(C(=O)NC2CCCC2)c2cccs2)no1 (stereo not given) | -4 | 3 | 0 | -10 | 8 | -15 | 6 | 0 | -3 | -7 | 2
Cc1ccc2[nH]c3c(=O)n(N)c(C)nc3c2c1 | 5 | -26 | -1 | -18 | -9 | -26 | 8 | x | -11 | -19 | -23
COCCN(C(=O)COC(=O)c1cc2c(s1)CCCC2)c1c(N)n(Cc2ccccc2)c(=O)[nH]c1=O | -6 | 0 | -4 | 5 | -15 | -3 | -7 | 4 | 5 | 4 | 3
CCN(CC)CCNC(=O)c1ccc(Sc2ccc(Cl)cc2)c(NC(C)=O)c1 | 0 | -6 | 0 | -7 | 8 | 3 | -1 | -4 | 7 | -10 | 10
Cc1ccc(NC(=O)c2ccc(F)cc2F)cc1NS(C)(=O)=O | 2 | -13 | -2 | -16 | -21 | -14 | 14 | x | 13 | -13 | -3
COc1ccc(S(=O)(=O)Oc2cccc(C(=S)N3CCOCC3)c2)cc1 | 0 | 3 | 4 | -3 | -1 | 6 | -5 | -2 | 14 | 19 | 6
CC(C)Cc1nc(Cl)c(C#N)c2c1CCC2 | -9 | -17 | -3 | 4 | -3 | 0 | -16 | -4 | 6 | -10 | -6
COC(=O)c1ccccc1NC(=O)CCn1c(=O)oc2ccccc21 | 7 | 1 | -1 | -33 | 18 | 9 | 3 | -1 | 12 | 2 | -11
C=CCNC(=O)c1cc2sccc2n1C | 0 | -2 | -2 | -11 | 30 | -10 | 0 | 0 | 3 | -17 | 9
CCNC(=S)NNC(=O)CC(C)C | -2 | -3 | 1 | -7 | 14 | -23 | 5 | 4 | 6 | -13 | -13
CSCC[C@H](NC(=O)[C@@H]1CSC2c3ccccc3C(=O)N21)C(=O)NCc1ccco1 (stereo not given in full) | -7 | 11 | 6 | 13 | -4 | 15 | 9 | 4 | -5 | 6 | -4
COc1ccc(NC(=O)CCCSc2ccccc2)cc1S(N)(=O)=O | 3 | -13 | -2 | -25 | 18 | 10 | -2 | 5 | 24 | -10 | 1
Cc1cc(=O)nc2c3ccccc3n(CC(=O)NCCCN3CCCC3=O)n12 | 0 | -3 | -4 | 3 | 0 | -43 | 4 | 3 | 2 | 8 | 2
O=C(NCCS(=O)(=O)NC1CCCC1)c1ccc(F)cc1 | -2 | 0 | 1 | 9 | 11 | 4 | 21 | 0 | 0 | 5 | -3
O=C(O)c1cccc(NC(=O)c2ccccc2NC(=O)c2ccccc2F)c1 | 2 | -13 | -1 | 7 | -6 | -3 | 1 | 3 | 5 | -3 | 6
C[n+]1ccccc1/C=C/c1ccc2ncccc2c1 | 0 | 4 | -4 | -25 | -22 | -8 | -21 | 4 | 7 | -6 | -1
CCCCNC(=O)c1ccccc1C(=O)NCCCC | -9 | -1 | 2 | -4 | 5 | -38 | -16 | 9 | 21 | -6 | 3
COc1ccc(S(=O)(=O)NCc2ccccn2)cc1Br | -2 | 5 | -2 | -7 | -11 | -9 | -7 | -2 | 4 | 3 | -2
CC(=O)NS(=O)(=O)c1ccc(NC(=O)c2cc(-c3ccc(C)cc3)nc3ccccc23)cc1 | 1 | 0 | -8 | -6 | 14 | 2 | -11 | 4 | 2 | -4 | -2
Cc1cc(C)nc(CC(N)=O)n1 | 2 | 6 | 1 | -25 | 7 | -31 | 9 | 7 | -2 | -2 | 2
COc1ccc(/C=N/NC(=O)CCSc2nc3ccccc3s2)cc1OC | 3 | 10 | 0 | 15 | -6 | -34 | 26 | 1 | -18 | -20 | -3
COc1ccc(C2c3c(ncn(CCCO)c3=N)Oc3ccc4ccccc4c32)cc1 (stereo not given) | 0 | -3 | 50 | -8 | 16 | -16 | -31 | -7 | -17 | -7 | -6
Cc1cccc(C)c1NC(=O)Cn1c(=O)c(N2CCCCC2)c(N)n(C)c1=O | -2 | 6 | -8 | 2 | -1 | -12 | -3 | -2 | 3 | 10 | -8
Cc1ccc(Nc2nc(OC(C(F)(F)F)C(F)(F)F)nc(N3CCOCC3)n2)cc1 | -3 | 1 | 8 | -5 | 20 | 15 | -14 | -2 | 10 | 24 | 3
Cc1ccc(S(=O)(=O)N2CCN(c3cccc(C)c3)CC2)cc1 | -5 | 10 | 7 | 7 | -9 | -13 | -31 | -5 | 18 | -1 | -2
COc1ccc(CS(=O)c2nc(C)cc(C)c2S(C)(=O)=O)cc1 (stereo not given) | -1 | 5 | -1 | 18 | 17 | -25 | -6 | -12 | -14 | 5 | -3
O=C(N/N=C\c1cc(Cl)ccc1O)c1ccc(S(=O)(=O)N2CCCCC2)cc1 | -3 | 12 | -5 | 26 | 27 | -1 | -23 | 3 | 8 | -3 | -8
O=C(NCc1ccccc1)N1CCCC1 | 1 | -9 | 10 | -6 | 14 | 7 | 7 | -5 | -9 | 11 | 1
CSc1ncc(C(=O)Nc2ccccc2F)c(-c2ccccc2)n1 | -12 | 8 | 4 | -3 | -6 | -45 | 3 | -3 | 12 | 2 | 0
Cc1cc2ccccc2n1CCNCc1c(C(=O)N2CCOCC2)nc2ccccn12 | 1 | 0 | -6 | -17 | 8 | -3 | 0 | 8 | -1 | 7 | 2
Cc1cccc(C2N=C(N)Nc3nc4ccccc4n32)c1 (stereo not given) | -2 | -1 | 0 | -7 | 20 | -12 | 18 | -7 | -15 | 0 | 9
CCc1ccc(NC(=O)CCNS(=O)(=O)c2cccc3nsnc23)cc1 | 6 | 1 | 1 | 2 | 1 | -1 | 3 | 1 | 17 | 20 | -4
COc1ccc(OC)c(C2C(C(=O)c3cccs3)=C(O)C(=O)N2CCN(C)C)c1 (stereo not given) | 1 | 13 | -2 | -14 | 11 | -5 | 6 | 4 | -29 | 0 | -7
Cc1ccc(O)c(NC(=O)COc2cc(C)ccc2C)c1 | 4 | -26 | 0 | -27 | -18 | -23 | -16 | 7 | -19 | -29 | 2
OCc1nc2ccccc2n1Cc1c(F)cccc1Cl | -7 | 5 | -8 | 16 | 8 | 7 | 6 | 0 | 17 | -12 | -10
CC(OC(=O)c1ccccc1C(=O)N(C)c1ccccc1)C(=O)Nc1ccccc1[N+](=O)[O-] (stereo not given) | -6 | -22 | -1 | 12 | -12 | -6 | 10 | 7 | -13 | -28 | -4
CCc1nnc(NC(=O)CSc2nnc(-c3ccccc3O)n2-c2ccc(C)cc2)s1 | -1 | -5 | 8 | 16 | -13 | -13 | 7 | 2 | 6 | 10 | 0
CCO/C([O-])=N/c1sn[n+](C)c1C | 5 | -11 | 6 | -18 | 7 | -7 | -8 | x | 7 | -30 | -14
COC(=O)CC1C(=O)NCCN1C(=S)Nc1ccccc1Cl (stereo not given) | 1 | -27 | 0 | 19 | 10 | -15 | 0 | 7 | -16 | -12 | 3
O=C(c1cc2ccccc2o1)c1cccs1 | 4 | -84 | -2 | -95 | -65 | -38 | -16 | 10 | -37 | -57 | -7
Cc1ccc(S(=O)(=O)N2CCOCC2)cc1NC(=O)CN1CCC(Cc2ccccc2)CC1 | 7 | 10 | 71* | 27 | 17 | 9 | -6 | 0 | 13 | 27 | 4
O=C(Nc1nc2ccccc2[nH]1)c1ccccc1[N+](=O)[O-] | -4 | -40 | -2 | -37 | -41 | -56 | -29 | -3 | -34 | -29 | -3
CCCCNC(NCCCC)=C(S(=O)(=O)CC)S(=O)(=O)CC | -10 | -24 | 5 | 2 | -3 | 8 | 16 | 0 | 1 | -2 | 8
CCOC(=O)/C(C#N)=C1/C=Nc2ccccc2N1 | 0 | -22 | 1 | -28 | -5 | -3 | -6 | 1 | 10 | -8 | 5
Cc1nc(SCC(=O)Nc2ccc(OCc3ccccc3)cc2)n[nH]1 | -1 | -47 | 3 | -6 | -32 | 9 | 13 | 1 | 26 | -34 | 6

Taken from above.
In COUP-TFII inh, COC(=O)CC1C(=O)NCCN1C(=S)Nc1ccccc1Cl (stereo not given) shows -16
In NCOA3 inh, CCOC(=O)/C(C#N)=C1/C=Nc2ccccc2N1 shows -5

From PubChem BioAssay

A portion of the library (hit frequency here may not be typical).
